# Screens from PubChem BioAssay.
# Arrestin-AP2 inh: inhibitors of beta-arrestin/AP2 binding, primary screen, biochemical, GPCR trafficking, flow cytometry; beta-arrestin 1 C-terminal peptide binding to AP2 beta2-adaptin appendage (human); FITC-arrestin peptide / GST-AP2 beads; AP2 beta2 appendage carries R879A mutation; inhibition, % at 10 µM; actives 0.31% (n = 340,000); AID 504490, 2011;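 active means inhibition above a set limit, near 3 SD of compounds lacking own fluorescence, cut at about 54% in these data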;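 further: plate controls were DMSO wells for no effect and 5 µM unlabelled arrestin peptide for full effect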
#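 Test system: GST-tagged AP2 beta2-adaptin appendage (R879A) on 4 µm glutathione beads; also added: fluorescein-tagged arrestin peptide at 50 nM final; timing: 12 min plus 1 h, RT; signal: flow cytometry, FL1 (488/535 nm); read-out: percent drop in bead-associated FITC signal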
# NSD2 HMT inh: NSD2 histone methyltransferase inhibitors, primary screen, biochemical, AlphaScreen, single concentration, set 2 | Histone-lysine N-methyltransferase NSD2 (Homo sapiens), O96028 | inhibition, % at 12.5 µM | AID 743445, 2014 | NSD2 peptide methylation, 120 min | actives 0.54% (n = 310,000); in the data active means inhibition above about 50%
# C-LANA FP: inhibitors of KSHV C-LANA binding to DNA, primary screen, biochemical, fluorescence polarization, FAM-LBS DNA, MBP-C-LANA, single point; Kaposi's sarcoma herpesvirus LANA C-terminal domain (residues 932-1162) DNA binding; inhibition, % at 9 µM; actives 0.078% (n = 340,000);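 active means highest replicate inhibition at or above 60% at 9 µM, even if other replicates fall short; inactive means all replicates below 60% inhibition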;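 further: 0% = neutral control wells and 100% = 4 µM acridine orange control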
# DAGLB inh: DAGLB lipase inhibitors, primary screen, biochemical, fluorescence, HTS; Diacylglycerol lipase-beta (Homo sapiens), Q8NCG7; HEK293T DAGLB membrane lysate, EnzChek fluorogenic substrate; actives 0.059% (n = 340,000); inhibition, % at 5.17 µM; AID 504411, 2011; in the data active means inhibition above about 34%;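 further: 0% = enzyme with vehicle and 100% = wells lacking enzyme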
# SR-BI DiI-HDL act: activators of SR-BI mediated DiI-HDL uptake, primary screen, ldlA[mSR-BI] CHO cells, DiI fluorescence; 3 h; 100 = double the neutral-control signal; actives 0.096% (n = 320,000); activation, % at 12.5 µM;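 active means mean replicate activation of at least 60% and every replicate at or above 60%; inconclusive means mean or all-replicate condition met, but not both; inactive means mean below 60% and not all replicates reaching 60%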;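 further: 0% = median plate neutral-control signal and 100% = twice that signal; values of inactives mirror those of a sister screen read the other way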
#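 Assay system: CHO ldlA[mSR-BI] cells, LDL receptor-null, SR-BI overexpressing; medium: Ham's F12 with 0.5% BSA, HEPES 25 mM, pH 7.4; also added: DiI-HDL 10 µg/mL; timing: 3 h uptake period with compound, 37 °C; signal: DiI fluorescence, bottom read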
# Keap1-Nrf2 PPI: Keap1-Nrf2 protein-protein interaction inhibitors, primary screen, biochemical, fluorescence polarization, single point; actives 0.15% (n = 340,000); AID 504523, 2011; Keap1 Kelch-Nrf2 peptide fluorescence polarization, 1536-well; inhibition, % at 9.4 µM; in the data active means inhibition above about 12%; inconclusive means no clear call, values can overlap the other calls; inactive means below about 7.3%;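 further: human Keap1 Kelch domain with fluorescein labeled Nrf2 9mer peptide probe; 0% = neutral control wells and 100% = peptide positive control; higher means more block of Keap1 binding to Nrf2 peptide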
# Target sequence (Q14145 whole entry, looked up, the tested form may be a part): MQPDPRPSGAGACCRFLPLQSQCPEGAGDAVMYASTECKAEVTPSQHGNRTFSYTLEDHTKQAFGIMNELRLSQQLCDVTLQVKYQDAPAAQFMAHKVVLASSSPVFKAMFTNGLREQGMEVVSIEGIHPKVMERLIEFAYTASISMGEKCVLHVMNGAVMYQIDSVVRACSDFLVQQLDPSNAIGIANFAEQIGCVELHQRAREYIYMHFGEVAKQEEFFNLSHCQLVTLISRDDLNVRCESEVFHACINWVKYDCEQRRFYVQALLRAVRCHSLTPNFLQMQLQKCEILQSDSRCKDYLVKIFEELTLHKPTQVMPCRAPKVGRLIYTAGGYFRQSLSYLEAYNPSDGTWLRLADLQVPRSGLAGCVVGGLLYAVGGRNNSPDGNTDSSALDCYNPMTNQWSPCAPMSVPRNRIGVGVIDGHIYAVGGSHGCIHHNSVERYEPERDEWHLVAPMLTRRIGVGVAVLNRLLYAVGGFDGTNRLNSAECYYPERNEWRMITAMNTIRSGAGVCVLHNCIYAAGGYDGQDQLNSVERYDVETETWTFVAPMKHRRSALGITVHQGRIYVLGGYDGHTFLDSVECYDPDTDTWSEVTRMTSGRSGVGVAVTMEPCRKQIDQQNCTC
# PKA-R2B activ: activators of PKA-R2B holoenzyme, primary screen, biochemical, fluorescence polarization, Cy5-IP20, human | cAMP-dependent protein kinase catalytic subunit beta (Homo sapiens) + cAMP-dependent … | PKA-R2B holoenzyme dissociation; R2B truncated from residue 108, S112A mutant; 0% DMSO only, 100% 113 µM cGMP | activation, % at 11.4 µM | actives 0.079% (n = 340,000) | AID 504700, 2011;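 active means activation above a cutoff set at the mean over all compounds plus 3 SD, cut at about 18% in these data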;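 further: higher means more holoenzyme dissociation and a rise in polarization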
# Target sequence (P31323 whole entry, looked up, other chains not shown, the tested form may be a part): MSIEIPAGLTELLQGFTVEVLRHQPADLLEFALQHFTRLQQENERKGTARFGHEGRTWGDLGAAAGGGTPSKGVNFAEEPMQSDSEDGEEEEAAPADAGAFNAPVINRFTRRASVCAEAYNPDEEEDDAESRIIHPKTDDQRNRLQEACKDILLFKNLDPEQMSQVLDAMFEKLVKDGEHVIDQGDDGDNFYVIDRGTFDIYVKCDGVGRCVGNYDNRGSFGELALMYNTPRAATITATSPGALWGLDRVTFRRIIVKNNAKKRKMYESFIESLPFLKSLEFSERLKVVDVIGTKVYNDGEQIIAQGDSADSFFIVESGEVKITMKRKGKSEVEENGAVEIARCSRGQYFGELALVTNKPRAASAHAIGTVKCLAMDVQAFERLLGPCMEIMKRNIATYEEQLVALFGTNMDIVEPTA
# SR-BI HDL uptake: inhibitors of SR-BI mediated HDL lipid uptake, primary screen, ldlA[mSR-BI] cells, fluorescence, single point; Scavenger receptor class B member 1 (Mus musculus), Q61009; inhibition, % at 12.5 µM; actives 0.96% (n = 320,000); ldlA[mSR-BI] CHO cells, DiI-HDL uptake fluorescence, 3 h;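 active means mean replicate inhibition of at least 70% and a set share of replicates each scoring 70 or more; inconclusive means meets just one of the two criteria; inactive means fails both criteria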;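 further: 0% = median of neutral control wells and 100% = median of positive control wells; values of inactives mirror those of a sister screen read the other way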
# RTF Ca sens inh: cardiac RTF calcium sensitivity inhibitors, primary screen, biochemical, IANBD-TnC fluorescence, EC70 calcium; IANBD-labeled cardiac RTF, Ca2+ fluorescence; inhibition, % at 7.15 µM; actives 0.12% (n = 340,000); AID 493244, 2011;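 active means inhibition above the mean inhibition of all tested compounds plus 3 SD, cut at about 17% in these data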;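 further: assay run at fixed EC70 calcium of 1.6 mM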
# PvdQ inh: P. aeruginosa PvdQ acylase inhibitors, primary screen, biochemical, fluorescence, plate reader and imaging, single point. actives 0.063% (n = 340,000). inhibition, % at 10 µM. purified PvdQ acylase. PvdQ acylase [Pseudomonas aeruginosa LESB58]; in the data active means inhibition above about 30%, passing the limit was not always enough; inconclusive means no clear call, values can overlap the other calls;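 further: 0% = vehicle neutral wells and 100% = reference inhibitor wells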
# An asterisk follows results filed as active; ? = inconclusive; / = no result given.
# Below each compound – Arrestin-AP2 inh	NSD2 HMT inh	C-LANA FP	DAGLB inh	SR-BI DiI-HDL act	Keap1-Nrf2 PPI	PKA-R2B activ	SR-BI HDL uptake	RTF Ca sens inh	PvdQ inh
> CCN(CC)C(=O)Cn1cc(C(=O)C(=O)NCCCN2CCOCC2)c2ccccc21
    -6	-1	0.8	0	/	0	-3	-21	1	-1
> COc1cc(C=CC(=O)c2cc(OC)c(OC)c(OC)c2)cc(OC)c1OC
    36	2	-0.1	-2	-56	-14	5	56	-6	-4
> Cc1nn(C2CC(O)C(O)C(CO)O2)c(=O)[nH]c1=O (configuration not stated)
    -4	-2	6.2	0	10	1	-5	-10	-4	3
> O=c1c2ccccc2[nH]c(=S)n1CCN1CCCC1
    6	0	-1.0	0	-8	-2	2	8	6	9
> COC(=O)CN1C(=S)N(c2ccc(OC)cc2)C(=O)/C1=C/c1ccc(N2CCOCC2)cc1
    7	/	-0.6	1	-33	-6	-9	33	-7	14
> C#CCOCCOCCOCCNc1nc(N2CCN(C(=O)C([C@@H](C)O)n3cc([C@@H](N)CCCCN)nn3)CC2)nc(N2CCN(C(=O)[C@H](CC(N)=O)n3cc(C(N)[C@@H](C)CC)nn3)CC2)n1 (some centres not stated)
    4	/	0.2	0	-6	-10	4	6	-7	-7
> COc1ccc(S(=O)(=O)NC(C)C(=O)NCc2ccncc2)cc1OC (configuration not stated)
    3	-1	0.1	-2	/	-4	-9	/	-3	-13
> COc1cccc(/C=C/c2nc(S(=O)(=O)c3ccccc3)c(N(C)C)o2)c1
    22	-13	0.8	-1	-46	-8	-5	46	0	-5
> COc1ccc(C2(c3ccc(OC)cc3)NC(=O)N(CC(=O)NC3CCS(=O)(=O)C3)C2=O)cc1 (configuration not stated)
    -7	-1	-0.9	3	23	-5	1	-23	0	-11
> O=C(c1ccco1)N1CCCC(N2CCN(c3cccc(C(F)(F)F)c3)CC2)C1 (configuration not stated)
    7	3	-2.9	1	-25	-4	5	25	-12	-11
> Cc1cccc(NC(=O)c2cc3c(s2)-c2c(C)cccc2OC3)n1
    10	/	-0.3	-3	/	1	11	/	-4	7
> CCCSc1nc(NCc2ccco2)c2c3c(sc2n1)COC(C)(CC)C3 (configuration not stated)
    1	0	-0.3	-5	-10	-4	-12	10	2	-6
> O=C(COc1ccccc1)Nc1ccc(Cl)c(-c2nc3ncccc3o2)c1
    35	-7	0.2	0	12	4	8	-12	-1	2
> O=C(CSCc1nc2ccccc2[nH]1)Nc1ccc2ccccc2c1
    -6	-4	-0.2	-5	-13	-3	-8	13	-5	-10
> O=C(CN1CCC(C(=O)c2ccc(F)cc2)CC1)Nc1ccc(F)cc1
    -4	3	-1.7	-10	-8	-7	-4	8	-6	-12
> O=C1NC[C@@H](Cc2cccc3ccccc23)N(CC2(c3ccccc3)CC2)C1=O
    17	/	-0.3	-29	-4	0	-9	4	-3	6
> COc1ccc(OC)c(/C=C/C(=O)OCC(=O)NCc2ccccc2)c1
    -2	/	-1.1	-7	2	-1	-3	-2	3	-13
> Cc1ccccc1NS(=O)(=O)c1ccc(NC(=O)c2ccco2)cc1
    16	/	-2.6	1	-29	-2	1	29	-2	-8
> C=CCNC(=S)NNc1nc(N2CCCC2)nc(N2CCCC2)n1
    -9	-3	-0.4	0	-15	-2	-4	15	6	1
> Clc1ccc(-c2nnc(CNC3CC3)o2)cc1
    1	0	1.1	1	5	2	10	-5	2	-6
> Cc1ccc(C)n1NC(=O)c1cccs1
    -1	-2	-0.3	5	-4	0	-13	4	-4	12
> COc1cc(NC(=O)CN2C(=O)COc3ccc(S(=O)(=O)N4CCCCC4)cc32)cc(OC)c1
    -18	4	-0.6	0	1	1	-6	-1	-2	-16
> CCOC(=O)c1c(NC(=O)CCN2CCOCC2)sc(C)c1-c1ccccc1
    -11	3	-1.0	-4	-21	-2	-14	21	1	-10
> COCCn1c(SCC(=O)N2CC(=O)Nc3ccccc32)nnc1-c1ccoc1C
    38	-4	0.6	0	1	2	2	-1	-6	1
> N#Cc1c(SCC(=O)O)nc(N2CCOCC2)c2c1CCCC2
    32	/	-0.6	1	7	0	-13	-7	5	5
> COc1cc(/C=N\NC(=O)c2ccc(-c3ccccc3)cc2)cc(OC)c1O
    -5	1	-0.9	-3	-92	1	-6	92*	1	-3
> CN[C@@H]1CC[C@H](c2ccc(Cl)c(Cl)c2)c2ccccc21
    2	7	-0.7	3	8	-4	-9	-8	-10	-5
> CCCCNC(=O)CCn1c(=O)c2ccccc2n(CC(=O)N2CC(C)CC(C)C2)c1=O (configuration not stated)
    -2	-1	-2.3	0	17	-3	-3	-17	-11	-12
> COc1cccc(CN2CCSCC2)c1
    -2	0	2.0	0	3	-5	6	-3	13	-1
> C=C1CC(COc2cc(=O)oc3ccccc23)(c2ccccc2)OC1=O (configuration not stated)
    5	-3	-0.8	5	0	-25	-5	0	3	1

# The list goes on:
# Below each compound – Arrestin-AP2 inh	NSD2 HMT inh	C-LANA FP	DAGLB inh	SR-BI DiI-HDL act	Keap1-Nrf2 PPI	PKA-R2B activ	SR-BI HDL uptake	RTF Ca sens inh	PvdQ inh
> COc1ccccc1NC(=O)CN(c1ccccc1)S(=O)(=O)c1ccccc1
    -4	2	-0.4	-5	3	5	3	-3	-18	13
> CCOC(=O)c1cc(C(=O)c2cccs2)n2ccc(C(C)=O)cc12
    34	-4	1.1	-4	-27	3	-8	27	-16	-2
> Cc1ccc(-c2nc(NCc3ccco3)n(C(=O)c3ccco3)n2)cc1
    -24	-3	1.1	1	-10	2	-3	10	13	-9
> O=C(Nc1ccc2c(c1)C(=O)N(c1ccccc1)C2=O)C1CCCO1 (configuration not stated)
    3	1	0.5	0	5	-2	7	-5	1	-6
> CSc1ncccc1C(=O)NC(C)C1CC2CCC1C2 (configuration not stated)
    4	-2	-1.0	-1	23	-2	-5	-23	3	-10
> CC(C)C(=O)Nc1cccc(C(=O)OCC(=O)c2ccc(Cl)cc2Cl)c1
    -2	-2	-0.6	-7	-43	-2	0	43	2	-16
> C[C@H]1CN([C@@H](C)CO)C(=O)c2cccc(NC(=O)C3CC3)c2O[C@H]1CN(C)S(=O)(=O)c1ccccc1
    2	/	-0.8	-2	29	-4	2	-29	0	-10
> COc1ccc(S(N)(=O)=O)cc1C(=O)NCCCN1CCN(c2ccc(C)cc2)CC1
    -1	1	0.2	-1	-2	0	11	2	-17	-9
> COC(=O)c1ccc(N2CCOCC2)c(NC(=O)c2ccco2)c1
    3	-4	-0.8	-2	-12	1	-10	12	-5	-14
> COc1ccc(OC)c(S(=O)(=O)N2CCC(C(=O)Nc3cccc(C(F)(F)F)c3)CC2)c1
    -3	-1	1.1	0	-48	-2	-2	48	-9	-15
> O=C(c1ccc(C(F)(F)F)cc1)C1CCCN(C(=O)CCN2CCCO2)C1 (configuration not stated)
    8	-3	-1.0	-1	23	2	3	-23	12	2
> Cc1ccc(NC(=O)CSc2nn(-c3ccc(Cl)cc3)c(=S)s2)cc1S(=O)(=O)N(C)C
    27	-1	0.7	-5	/	-4	-2	/	-14	-7
> C1CN(c2nc3nonc3n3nnnc23)CCO1
    6	2	-0.7	2	29	-3	-5	-29	1	9
> CCn1c(C)cc(C(=O)COC(=O)c2cccnc2SC)c1C
    -10	0	-0.9	-2	-35	-8	-8	35	2	-13
> O=C(O/N=C\c1ccc(N2CCCCC2)c([N+](=O)[O-])c1)c1ccc(Cl)cc1Cl
    -4	6	-0.3	3	-75	-4	3	?	-2	-1
> CCCc1cc(=O)[nH]c2nnc(SCC(=O)Nc3nnc(SCC)s3)n12
    3	-1	1.7	-1	19	7	-5	-19	-4	-6
> CCOC(=O)c1sc2nc(CC(=O)OC)nc(N3CCN(c4ccc(OC)cc4)CC3)c2c1C
    0	1	1.9	-12	-44	-1	-7	44	-7	-8

# Taken from the listing, 9 compounds:
# Below each compound – Arrestin-AP2 inh	NSD2 HMT inh	C-LANA FP	DAGLB inh	SR-BI DiI-HDL act	Keap1-Nrf2 PPI	PKA-R2B activ	SR-BI HDL uptake	RTF Ca sens inh	PvdQ inh
> COc1ccccc1NC(=O)CN(c1ccccc1)S(=O)(=O)c1ccccc1
    -4	2	-0.4	-5	3	5	3	-3	-18	13
> CCOC(=O)c1cc(C(=O)c2cccs2)n2ccc(C(C)=O)cc12
    34	-4	1.1	-4	-27	3	-8	27	-16	-2
> Cc1ccc(-c2nc(NCc3ccco3)n(C(=O)c3ccco3)n2)cc1
    -24	-3	1.1	1	-10	2	-3	10	13	-9
> O=C(Nc1ccc2c(c1)C(=O)N(c1ccccc1)C2=O)C1CCCO1 (configuration not stated)
    3	1	0.5	0	5	-2	7	-5	1	-6
> CSc1ncccc1C(=O)NC(C)C1CC2CCC1C2 (configuration not stated)
    4	-2	-1.0	-1	23	-2	-5	-23	3	-10
> CC(C)C(=O)Nc1cccc(C(=O)OCC(=O)c2ccc(Cl)cc2Cl)c1
    -2	-2	-0.6	-7	-43	-2	0	43	2	-16
> C[C@H]1CN([C@@H](C)CO)C(=O)c2cccc(NC(=O)C3CC3)c2O[C@H]1CN(C)S(=O)(=O)c1ccccc1
    2	/	-0.8	-2	29	-4	2	-29	0	-10
> COc1ccc(S(N)(=O)=O)cc1C(=O)NCCCN1CCN(c2ccc(C)cc2)CC1
    -1	1	0.2	-1	-2	0	11	2	-17	-9
> COC(=O)c1ccc(N2CCOCC2)c(NC(=O)c2ccco2)c1
    3	-4	-0.8	-2	-12	1	-10	12	-5	-14
